Rab9 prom act: activators of Rab9 promoter. Huh7 Rab9 promoter-luciferase reporter, luminescence, 24 h. Potency, µM (top dose mostly 9.22 µM), inactives show top-dose activation, negative = inhibition, hits mostly activators. actives 2.8% (n = 320,000); also: potency is read from the fitted curve at half-maximal effect; % of control where 0% means no effect; nearly all actives have a fitted effect of over 60% in size
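Measured in stably transfected Huh7 cells bearing a Rab9 promoter–luciferase construct: 24 h compound treatment at 37 °C, followed by luminescence detection.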
Giardia kill: kills Giardia lamblia | activity change, % at 7.66 µM, hits read low | AID 540267 | Giardia lamblia trophozoite viability | actives 0.15% (n = 340,000); in the data active = activity change below about -80%; inconclusive = between about -30% and that limit;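 also: parasites exposed to compound for two days anaerobically before the ATP read; % is scaled to controls: 0 for no effect and ±100 for the full control effect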
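Luminescence from cellular ATP indicates surviving trophozoites (100 cells/well) following 48 hrs anaerobic compound treatment at 37 deg C; signal develops 15-30 min at room temperature.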
Coupling enz: counter-screen for Giardia aldolase inhibitors: coupling enzyme system; coupling enzyme system counterscreen, AmpLite Red fluorescence; activity change, negative = inhibition, % at 58.2 µM, hits read low; actives 0.67% (n = 290,000); in the data active = activity change below about -30%; also: % is scaled to controls: 0 for no effect and ±100 for the full control effect
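Counterscreen lacking aldolase: glyceraldehyde-3-phosphate coupling-enzyme reagent preincubated 10 min at RT with compound (at 57.5 uM final), then substrate/coupling system with AmpLite Red added; fluorescence read at 525/598 nm after 20 min RT.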
uPA generation: inhibitors of cell surface uPA generation; cell surface uPA generation assay, qHTS; Potency, µM (series often up to 38.3 µM), without a hit: top-dose activity change, negative = inhibition, actives largely listed as inhibitors; actives 0.31% (n = 330,000); AID 540303; active = well fitted inhibition curve with a large enough effect; inconclusive = small, poorly fitted or top-dose-only effect; inactive = no such curve, though single readings can be large or run the other way; tested in mouse RAW 264.7 cells; also: potency is read from the fitted curve at half-maximal effect; % is scaled to controls: 0 for no effect and ±100 for the full control effect; nearly all actives have a fitted effect of over 55% in size
NPC1 promoter act: activates the NPC1 promoter; AID 485313; Potency, µM (top dose mostly 9.22 µM), for the others: at the highest dose activation, usual class: activators; Huh7 NPC1 promoter luciferase reporter, 24 h; actives 2.4% (n = 320,000);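 also: potency is read from the fitted curve at half-maximal effect; % of control where 0% means no effect; nearly all actives have a fitted effect of over 60% in size; reporter is driven by a mutant NPC1 promoter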
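Quantitative HTS used a cell-based reporter: Huh7 cells stably bearing the NPC1 promoter upstream of luciferase were treated with compounds for 24 h, and promoter activation was read as luminescence.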
Gal4-VP16 FLuc: Gal4-VP16 reporter inhibition counter-screen. Drosophila S2 Gal4-VP16 UAS-luciferase, luminescence, 20 h. Potency, µM (highest dose often 53.6 µM), inactives show at the highest dose activity, negative = inhibition, actives largely listed as inhibitors. actives 3.5% (n = 310,000);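 also: Gal4-VP16 expression switched on by copper sulfate through the metallothionein promoter; potency is read from the fitted curve at half-maximal effect; % is scaled to controls: 0 for no effect and ±100 for the full control effect; nearly all actives have a fitted effect of over 50% in size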
ELG1 genotoxic: inducers of genotoxicity in HEK293T ELG1-luciferase cells | HEK293T ELG1-luciferase reporter, luminescence, 16 h | Potency, µM (titrated, usually from 46 µM), for the others: at the top dose activity change, positive = activation, usual class: activators | actives 1.3% (n = 330,000); also: potency is read from the fitted curve at half-maximal effect; % of control where 0% means no effect; nearly all actives have a fitted effect of over 60% in size
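HEK293T cells expressing luciferase-tagged ELG1 were treated with compound or DMSO for 16 hr at 37°C. Luciferase activity was then read after 30 min with ONE-Glo at room temperature; rising signal flags genetic stress.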
KCNH2 3.1 inh: blocks the human KCNH2 3.1 channel isoform; U2OS KCNH2 3.1, thallium flux FluxOr; hits give low values; activity change, % (tested at about 1.8 µM); AID 720553; actives 0.95% (n = 340,000);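 active = maximum activity change below -70%; inconclusive = maximum activity change from -70% to -50%; inactive = maximum activity change above -50%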;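 also: thallium influx rate constant from kinetic fluorescence after stimulation buffer; % is scaled to controls: 0 for no effect and ±100 for the full control effect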
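Steps: virus added to U2OS suspension (4 h, RT, dark); medium with 10% FBS added, cells plated, 37 C overnight; FluxOr/Red40 loading buffer 45 min RT; stimulation buffer, 2 min kinetic read; rate constant normalized.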
Tb PFK inh: blocks T. brucei phosphofructokinase | O15648 | T. brucei PFK, ADP-Glo luminescence | Potency, µM (titrated, usually from 57.5 µM), inactives show top-dose activity, negative = inhibition, hits mostly inhibitors | actives 0.17% (n = 330,000) | AID 485367;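 also: potency is read from the fitted curve at half-maximal effect; 0% = uninhibited 1x PFK enzyme wells and -100% = no-enzyme wells; nearly all actives have a fitted effect of over 60% in size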
Target sequence (O15648 whole entry, looked up): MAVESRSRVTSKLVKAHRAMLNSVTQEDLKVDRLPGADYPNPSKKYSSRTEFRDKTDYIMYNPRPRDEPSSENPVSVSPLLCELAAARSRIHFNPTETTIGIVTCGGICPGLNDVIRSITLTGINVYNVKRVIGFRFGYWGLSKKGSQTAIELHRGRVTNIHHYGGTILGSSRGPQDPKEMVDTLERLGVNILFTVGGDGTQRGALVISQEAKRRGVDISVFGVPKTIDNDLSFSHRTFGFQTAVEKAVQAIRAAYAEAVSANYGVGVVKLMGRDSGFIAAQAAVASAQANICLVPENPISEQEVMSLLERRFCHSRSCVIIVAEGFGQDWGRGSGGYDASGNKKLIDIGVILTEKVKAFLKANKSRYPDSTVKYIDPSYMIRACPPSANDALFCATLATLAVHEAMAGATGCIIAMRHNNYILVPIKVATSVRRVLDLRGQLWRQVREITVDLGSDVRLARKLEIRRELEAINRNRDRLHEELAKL
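In TEA buffer at pH 8.0 with 5 mM MgCl2, enzyme (1.25 nM) converted F6P (0.5 mM) and ATP (0.1 mM) for 45 min at room temperature. ADP product was read by luciferase luminescence.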
RORg inh: blocks mouse ROR gamma transcriptional activity; Potency, µM (series often up to 53.6 µM), without a hit: at the top dose activity change, negative = inhibition, hits mostly inhibitors; actives 5.4% (n = 310,000); Drosophila S2 Gal4-RORgamma UAS-luciferase reporter, 20 h; also: potency is read from the fitted curve at half-maximal effect; % is scaled to controls: 0 for no effect and ±100 for the full control effect; nearly all actives have a fitted effect of over 60% in size
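Drosophila Schneider cells stably carrying a metallothionein-driven Gal4 DBD–ROR gamma fusion and a UAS-Photinus luciferase reporter were exposed to compound for 1 hr, then induced with copper sulfate (700 uM final) for 20 hr at ambient temperature before luminescence reading.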
FLuc modulator: inhibits or activates purified firefly luciferase, miR-21 counter-screen; actives 6.9% (n = 360,000); purified FLuc, Km substrates, luminescence inhibition; Potency, µM (top dose mostly 57.5 µM), without a hit: at the highest dose activity change, negative = inhibition, most hits filed as inhibitors;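 also: potency is read from the fitted curve at half-maximal effect; plate controls were vehicle for no effect and reference inhibitor for full effect; nearly all actives have a fitted effect of over 55% in size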
Target sequence (P08659 whole entry, looked up): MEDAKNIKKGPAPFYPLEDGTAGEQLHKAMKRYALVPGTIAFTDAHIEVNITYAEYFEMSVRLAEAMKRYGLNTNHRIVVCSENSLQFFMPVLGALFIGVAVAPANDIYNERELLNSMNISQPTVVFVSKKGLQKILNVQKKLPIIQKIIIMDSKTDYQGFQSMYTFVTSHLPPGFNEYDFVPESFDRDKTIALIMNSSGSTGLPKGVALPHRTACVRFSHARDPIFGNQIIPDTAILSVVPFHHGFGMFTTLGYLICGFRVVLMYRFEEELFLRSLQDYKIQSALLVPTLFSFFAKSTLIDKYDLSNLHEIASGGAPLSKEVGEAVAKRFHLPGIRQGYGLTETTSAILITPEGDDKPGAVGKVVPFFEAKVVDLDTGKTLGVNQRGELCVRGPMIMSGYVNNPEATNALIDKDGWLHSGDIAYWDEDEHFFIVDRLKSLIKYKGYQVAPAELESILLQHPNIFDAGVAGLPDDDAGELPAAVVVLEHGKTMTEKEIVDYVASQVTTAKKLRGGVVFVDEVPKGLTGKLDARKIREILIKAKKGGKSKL
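Purified P. pyralis luciferase, 10 nM final, with Km-level 10 uM D-luciferin and 10 uM ATP in 50 mM Tris acetate pH 7.5, 10 mM Mg acetate, 0.01% Tween-20, 0.05% BSA; 6-point qHTS titration about 60 µM downward; luminescence read.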
Active calls of the source: *; ? = inconclusive; nt = not tested or not shown; & = joins results of further samples; [ ] = remark or other dose. Unless noted, calls follow the shape of the dose curve; as a rule, active = well fitted curve in the direction sought with a large enough effect; inconclusive = small, poorly fitted or top-dose-only effect, or another doubt; inactive = no such curve, though single readings can be large; an effect the other way counts as inactive or inconclusive. Hits appear at their usual frequency; about 14% have a hit in one of these screens.

SMILES | Rab9 prom act | Giardia kill | Coupling enz | uPA generation | NPC1 promoter act | Gal4-VP16 FLuc | ELG1 genotoxic | KCNH2 3.1 inh | Tb PFK inh | RORg inh | FLuc modulator
O=C(Nc1cc(F)ccc1F)C1CCCO1 (stereo not given) | 5% | -1 | 0 | nt | -2% | -4% | 0% | -7 | 1% | -4% | 1%
CC(=O)Nc1ccc(S(=O)(=O)NC2=C(N3CCN(C)CC3)C(=O)c3ccccc3C2=O)cc1 | 3% | 4 | -52* | ? | 3% | -30% | -13% | 16 | -1% | 13µM* | ?
COc1cccc(NS(=O)(=O)c2ccc3c(c2)CCN3C(C)=O)c1 | -20% | 6 | 4 | -15% | -14% | 16µM* | -4% | 5 | -8% | ? | 1%
CCOC(=O)c1cccc(Nc2nc(-c3cccnc3)nc3ccccc23)c1 | 5% | -12 | -2 | -10% | -6% | ? | -18% | 3 | 22% | ? | -8%
Cc1ccc(C(C)C)c(OCC(=O)Nc2ccc3c(c2)nc(CCN2CCCCC2)n3C)c1 | -5% | 4 | -1 | ? | 0% | ? | 10% | -47 | -5% | ? | 2%
N#Cc1ccc(C(=O)OCC(=O)Nc2cccc(S(=O)(=O)N3CCCCC3)c2)cc1 | -2% | -7 | nt | 2% | -4% | nt | 0% | -12 | -1% | nt | ?
O=C(NCCCN1CCc2ccccc2C1)C1CCN(S(=O)(=O)N2CCC3(CC2)OCCO3)CC1 | -1% | 10 | 1 | -8% | -2% | 5% | -1% | -38 | 0% | 11% | 2%
Cc1cc(-c2ccccc2)n(-c2ccc(C(=O)NC(C)C)cc2)n1 | -4% | -12 | -2 | -6% | 1% | -3% | -1% | -6 | -4% | 7% | 0%
CC(C)c1nnc(SCC(=O)NCCC2=CCCCC2)n1N | -4% | -3 | 4 | nt | 1% | 12% | -4% | 4 | -4% | 15% | -2%
COc1ccccc1N1CCN(C(=O)CSc2nnnn2C2CC2)CC1 | 14% | -7 | nt | 0% | -4% | nt | 0% | 9 | -7% | nt | 1%
O=C(NCc1ccccc1)c1cc(S(=O)(=O)N2CCCCC2)ccc1N1CCOCC1 | 3% | -1 | -1 | -6% | -5% | 1% | -9% | 13 | 0% | 6% | -1%
Cc1nn(CC(=O)NC2CCCCC2)c(=O)c2cccn12 | 0% | 16 | 0 | 2% | -3% | -1% | 2% | 4 | -1% | 10% | 3%
COc1ccccc1C(=O)NCCC(=O)N1CCCCC1 | -3% | 3 | nt | 2% | -3% | 7% | 12% | 31 | 1% | -2% | 2%
Cc1ccc(C(=O)N2CCC(Cc3ccccc3)CC2)cc1S(=O)(=O)N1CCOCC1 | -3% | -10 | nt | -9% | -5% | nt | -9% | 8 | 0% | nt | 1%
COCC(C)n1c(C)cc(C(=O)Cn2c(=O)oc3ccccc32)c1C (stereo not given) | 19% | 10 | 0 | 2% | -1% | ? | 5% | 10 | -2% | 0% | -19%
CC1CCCCN1C(=O)c1ccccc1NC(=O)c1ccco1 (stereo not given) | 0% | -6 | 1 | 1% | -2% | 7% | 1% | -4 | 3% | -5% | 5%
COc1ccc(Cc2nc(-c3ccccc3)no2)cc1 | ? | 13 | 0 | -6% | ? | 4%[0.365 µM] | 16µM* | -4 | 6% | 31% | 15µM*
COc1cc(C2CC(=O)Oc3cc(OC)c(OC)c(OC)c32)cc(OC)c1OC (stereo not given) | nt | ? | nt | 1% | nt | nt | 7% | -8 | 0% | nt | nt
CCCc1cc(=O)[nH]c2nnc(SCC(=O)N3CC(C)OC(C)C3)n12 (stereo not given) | 2% | -5 | nt | 5% | -9% | nt | 1% | 15 | 1% | nt | 4%
O=C(NNC(=S)Nc1ccccc1)Nc1ccccc1 | 22% | -9 | 2 | -8% | 15% | -21% | 13% | 4 | 0% | ? | ?
CSc1ncccc1C(=O)OCC(=O)Nc1cc(C(F)(F)F)ccc1N1CCOCC1 | 0% | -12 | 2 | -11% | -1% | ? | 0% | 2 | 1% | -28% | 0%
Cc1cc(/C=C2/SC(=O)N(CC(=O)N3CCCC3)C2=O)c(C)n1C | -2% | 1 | -5 | -6% | 2% | 5% | 3% | -1 | 3% | 3% | ?
COc1ccc(N(CC(=O)Nc2cccc(C(C)=O)c2)S(=O)(=O)c2ccc(NC(C)=O)cc2)cc1 | 5% | 6 | 4 | 14% | 0% | -7% | -7% | 3 | -2% | 25% | 0%
ONC(=Nc1ccccc1Cl)c1ccccc1Cl | 4% | 2 | -21 | -5% | 1% | 2% | 4% | 4 | -5% | -6% | -2%
Cc1ccc(S(=O)(=O)CC(=O)Nc2sc(C)c(C)c2C(N)=O)cc1 | 6% | 4 | nt | -2% | 0% | nt | -5% | 19 | 24% | nt | 12%
CCCCCNS(=O)(=O)c1cc(C)ccc1OC | -3% | -22 | 2 | -2% | 1% | -5% | 6% | 11 | 0% | 15% | -3%
O=C(NCc1ccc2c(c1)OCO2)C(=O)NC1CCCCC1 | 5% | -7 | 3 | -3% | -2% | -1% | -4% | 2 | 0% | -38% | 7%
CCc1nnc(NC(=O)c2ccc3c(c2)C(=O)N(C(C)(C)C)C3=O)s1 | 3.2µM* | -3 | 4 | nt | 3.5µM* | 4% | ? | -33 | -2% | -40% | 2.7µM*
CCS(=O)(=O)Nc1ccc(Cc2ccncc2)cc1 | -6% | 3 | 1 | 6% | -2% | ? | -6% | -22 | -6% | 16% | 11%
O=S1(=O)NC(c2ccccc2)CC(CC2CCCCC2)O1 (stereo not given) | 2% | 13 | 1 | -1% | -3% | -1% | 3% | -17 | 0% | 20% | 0%
COc1cc(OC)c2ccc(=O)oc2c1C(CCN1CCCC1)c1ccc2c(c1)OCO2 (stereo not given) | 0% | -9&-2 | 0&-3 | -16% | -6% | -18%&-1% | 6% | 18 | 1% | -1%&0% | 0%
Cc1ccc(OCC(=O)NC2CCCC(C)C2C)c([N+](=O)[O-])n1 (stereo not given) | 17% | ? | nt | -14% | -1% | nt | 5% | -3 | 1% | nt | 2%
Nc1nonc1C(=O)N/N=C/c1cc2c(cc1Br)OCO2 | -1% | 55[activator] | nt | -1% | -6% | -12% | 16% | 26 | 1% | -10% | ?
Cc1ccc(CN2CCN(Cc3ccc4cc(F)ccc4n3)CC2CCO)o1 (stereo not given) | -2% | -1 | 0 | -1% | -3% | -18% | -6% | 4 | -5% | -5% | -1%
CCC(NC(=O)c1cc(COc2ccc(Cl)cc2OC)on1)c1ccncc1 (stereo not given) | 4µM* | 7 | nt | -12% | 3.5µM* | ? | ? | -5 | -4% | 32% | 4.8µM*
S=c1[nH]nc(-c2ccc(Br)o2)n1Cc1ccccc1 | -2% | -24 | 3 | nt | -1% | 13µM* | 1% | -4 | -7% | 6.3µM* | 2%[2.3 µM]
COc1cc(NC(=O)c2cccc3c2C(=O)N(C2CCCCC2)C3)cc(OC)c1OC | -4% | 37[activator] | nt | 10% | -11% | 4% | -14% | 14 | -7% | 10% | 0%&-1%
CNC(=S)N1N=C(c2ccc(C)cc2)CC1c1cc(OC)ccc1OC (stereo not given) | -12% | -1 | 0 | -6% | -14% | -22% | -7% | 8 | 0% | 13µM* | 0%

Complete entries, looked up by structure.
Shown for S=c1[nH]nc(-c2ccc(Br)o2)n1Cc1ccccc1 : Rab9 prom act = -2%; Giardia kill = -24; Coupling enz = 3; uPA generation = nt; NPC1 promoter act = -1%; Gal4-VP16 FLuc = 13µM*; ELG1 genotoxic = 1%; KCNH2 3.1 inh = -4; Tb PFK inh = -7%; RORg inh = 6.3µM*; FLuc modulator = 2%[2.3 µM]
Shown for Nc1nonc1C(=O)N/N=C/c1cc2c(cc1Br)OCO2 : Rab9 prom act = -1%; Giardia kill = 55[activator]; Coupling enz = nt; uPA generation = -1%; NPC1 promoter act = -6%; Gal4-VP16 FLuc = -12%; ELG1 genotoxic = 16%; KCNH2 3.1 inh = 26; Tb PFK inh = 1%; RORg inh = -10%; FLuc modulator = ?
Shown for CCC(NC(=O)c1cc(COc2ccc(Cl)cc2OC)on1)c1ccncc1 (stereo not given) : Rab9 prom act = 4µM*; Giardia kill = 7; Coupling enz = nt; uPA generation = -12%; NPC1 promoter act = 3.5µM*; Gal4-VP16 FLuc = ?; ELG1 genotoxic = ?; KCNH2 3.1 inh = -5; Tb PFK inh = -4%; RORg inh = 32%; FLuc modulator = 4.8µM*

Screening data as filed in PubChem BioAssay.
